Assay outcomes: PubChem, Sanford-Burnham Center for Chemical Genomics
EBI2 block – antagonists of human EBI2 receptor; EBI2 beta-arrestin recruitment, luminescence, 7a,25-OHC stimulated; P32249; inhibition, % at 5 µM; AID 651636; actives 0.81% (n = 360,000); in the data active = inhibition above about 38%;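 note: enzyme fragment complementation signal reports receptor beta-arrestin coupling in cells; 0% = agonist plus DMSO wells and 100% = wells without agonist; some results beyond the cut were filed as inactive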
CCR6 antag – CCR6 (human) receptor antagonism; actives 0.49% (n = 340,000); CHO-K1 CCR6 PathHunter beta-arrestin, luminescence, CCL20-stimulated; AID 493098; P51684; inhibition, % at 20 µM;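 active = compounds whose inhibition of the agonist-driven luminescence signal at 20 µM reaches about 50%, limit read from the data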;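 note: cells stimulated with CCL20 at 14 nM final; plate controls were DMSO with CCL20 for no effect and DMSO without agonist for full effect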
Target sequence (P51684 whole entry, looked up): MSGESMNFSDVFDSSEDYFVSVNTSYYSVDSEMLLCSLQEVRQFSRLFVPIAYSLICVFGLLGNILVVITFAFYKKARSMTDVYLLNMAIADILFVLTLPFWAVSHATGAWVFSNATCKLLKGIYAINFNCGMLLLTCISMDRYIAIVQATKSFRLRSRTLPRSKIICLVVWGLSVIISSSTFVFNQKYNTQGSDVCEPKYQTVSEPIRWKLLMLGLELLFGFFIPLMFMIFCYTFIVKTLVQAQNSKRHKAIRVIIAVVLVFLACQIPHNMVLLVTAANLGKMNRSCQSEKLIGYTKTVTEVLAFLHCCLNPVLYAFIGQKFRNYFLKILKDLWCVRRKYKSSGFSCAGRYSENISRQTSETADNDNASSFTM
UBC13 polyUb – blocks human UBC13 polyubiquitin chain formation; actives 0.47% (n = 330,000); TR-FRET; inhibition, % at 20 µM; P61088; in the data active = inhibition above about 45%, passing the limit was not always enough
Target sequence (P61088 whole entry, looked up): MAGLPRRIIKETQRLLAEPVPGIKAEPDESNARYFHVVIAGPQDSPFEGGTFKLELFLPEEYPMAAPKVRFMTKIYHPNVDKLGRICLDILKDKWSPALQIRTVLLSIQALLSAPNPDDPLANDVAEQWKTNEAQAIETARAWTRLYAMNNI
Jurkat NFkB inh – inhibitors of the PMA/ionomycin-induced NF-kB reporter in Jurkat cells; inhibition, % at 4 µM; actives 0.53% (n = 330,000); PMA/ionomycin-induced NF-kB luciferase reporter, luminescence; AID 435003; in the data active = inhibition above about 50%
CXCR6 inh – CXCR6 (human) receptor inhibition; AID 602244; CHO-K1 PathHunter CXCR6 beta-arrestin, luminescence; actives 0.36% (n = 360,000); inhibition, % at 20 µM; O00574; in the data active = inhibition above about 34%, passing the limit was not always enough;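 note: antagonist mode with CXCL16 agonist at 10 nM final; 0% = 10 nM CXCL16 with DMSO and 100% = unstimulated wells without agonist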
APJ antag – blocks the human apelin receptor APJ | inhibition, % at 20 µM | P35414 | actives 0.32% (n = 330,000) | CHO-K1 APJ beta-arrestin complementation, luminescence;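 active = inhibition above about 40% at 20 µM, limit read from the data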;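 note: cells challenged with 10 nM apelin-13 agonist together with compound; plate controls were apelin-13 plus DMSO wells for no effect and DMSO wells lacking apelin-13 for full effect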
Target sequence (P35414 whole entry, looked up): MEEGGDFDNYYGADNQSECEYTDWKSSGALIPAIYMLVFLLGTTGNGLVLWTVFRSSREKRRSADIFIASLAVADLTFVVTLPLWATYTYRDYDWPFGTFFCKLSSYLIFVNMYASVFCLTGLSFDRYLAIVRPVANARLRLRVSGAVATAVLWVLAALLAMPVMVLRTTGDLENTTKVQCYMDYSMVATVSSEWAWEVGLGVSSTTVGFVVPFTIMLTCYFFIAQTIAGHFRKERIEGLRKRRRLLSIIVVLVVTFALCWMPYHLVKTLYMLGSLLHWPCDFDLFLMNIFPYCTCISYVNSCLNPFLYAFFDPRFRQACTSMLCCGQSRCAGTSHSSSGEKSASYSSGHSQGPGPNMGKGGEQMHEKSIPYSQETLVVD
Gli-Sufu block – Gli-Sufu pathway antagonism; actives 0.74% (n = 340,000); Sufu-KO-LIGHT fibroblasts, Gli luciferase reporter luminescence; inhibition, % at 5 µM;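 active = inhibition above about 55%, limit read from the data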;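 note: 0% = DMSO-treated cells and 100% = wells with medium but no cells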
697 NFkB inh – inhibitors of the PMA/ionomycin-induced NF-kB reporter in 697 B cells; 697 B-cell NF-kB luciferase reporter, 16 h; inhibition, % at 4 µM; actives 0.33% (n = 330,000); AID 435022; in the data active = inhibition above about 35%
Numbers without * were called inactive; . = no result given. These rows are one share of the data; count on the stated rates, not on these rows.

Below each compound – 697 NFkB inh	APJ antag	Jurkat NFkB inh	CXCR6 inh	UBC13 polyUb	EBI2 block	CCR6 antag	Gli-Sufu block
> COc1ccc2c(c1)C(NC(C)=O)CCc1cc(OC)c(OC)c(OC)c1-2 (configuration not stated)
→ .	.	.	-1	.	-11	12	50
> COc1ccc(CC(C)NC2CCCCCC2)cc1 (configuration not stated)
→ -13	-32	-14	3	2	-2	6	12
> CCN(CC)C(=O)c1ccc2c(c1)C1C=CCC1C(C(=O)O)N2 (configuration not stated)
→ 9	-3	-15	6	-25	-1	7	29
> CC(=O)c1c(C)n(Cc2ccccc2Cl)c2ccc(O)cc12
→ -8	-4	-8	-13	4	2	-9	-6
> NCCCC(=O)OC1N=C(c2ccccc2Cl)c2cc(Br)ccc2NC1=O (configuration not stated)
→ 1	-3	-23	-3	17	0	1	-6
> COc1ccc(CC(=O)N2CCN(C)CC2)cc1
→ 14	-2	12	-4	9	-1	7	-3
> CN1C(=O)C(=Cc2ccc(N(C)C)c([N+](=O)[O-])c2)C(=O)N(C)C1=O
→ 22	10	-16	.	-13	.	.	.
> O=C1C=CC(=O)C=C1
→ -3	-2	-11	-4	0	-9	79*	0
> COc1c(O)ccc2c1-c1c3c(cc4c1C(C2)N(C)CC4)OCO3 (configuration not stated)
→ 7	-78	0	-5	-6	-13	18	1
> O=C(NCC(c1cccnc1)N1CCN(c2ccccc2F)CC1)Oc1ccccc1 (configuration not stated)
→ -30	12	-14	-4	-2	4	-14	2
> Cc1cc(C)cc(N2C(=O)NC(=O)/C(=C\C=C\c3ccco3)C2=O)c1
→ .	.	.	18	.	3	24	6
> Clc1ccccc1CN1CCN(c2ccccc2Cl)CC1
→ -4	13	-24	2	8	6	0	1
> O=C1NC(=O)C(=Cc2ccc(-c3ccccc3[N+](=O)[O-])o2)C(=O)N1
→ -5	-2	4	5	-25	-7	11	-9
> c1cc(OCCN2CC2)ccn1
→ .	.	.	-1	.	5	-7	5
> O=C(c1ccccc1F)c1cn(CC(=O)N2CCCCC2)c2ccccc12
→ 16	0	-8	-2	-5	2	4	4
> C=CCN1C(=O)NC(=O)/C(=C/c2cc3c4c(c2)CCCN4CCC3)C1=O
→ 4	9	2	3	-49	-6	3	-16
> COC(=O)C1=C(c2c(C)noc2C)C[C@@H]2CC[C@H]1N2C(=O)NCCNC(C)=O
→ 9	4	-2	4	4	-13	11	-8
> O=[N+]([O-])c1ccc(Nc2ccccc2)cc1
→ 5	15	-7	4	-25	10	25	-9
> N#CCN1CCN(c2ccc(C(F)(F)F)cc2)CC1
→ -2	7	0	-3	-7	-14	-4	3
> O=C1CC(N2CCC(n3c(=O)[nH]c4ccccc43)CC2)C(=O)N1Cc1ccccc1 (configuration not stated)
→ 14	5	3	-2	3	-2	15	37
> C=CCOC(=O)C1=C(C)OC(N)=C(C(=O)OCC)C12C(=O)N(CC(N)=O)c1ccccc12 (configuration not stated)
→ -20	-23	1	-7	-12	-9	-10	-2
> Cc1nc2cc(C(F)(F)F)ccc2n1C1CCN(Cc2nnnn2Cc2cccs2)CC1
→ 1	3	18	-3	11	27	-5	24
> O=[N+]([O-])c1ccccc1-c1cc(-c2ccccc2)cc(-c2ccccc2)[n+]1Cc1ccccc1Cl
→ -7	-41	-5	.	38	.	11	38
> COC(=O)C1=C(c2cccc(OCc3ccccc3)c2)C[C@@H]2CC[C@H]1N2C(=O)NCCc1ccc(F)cc1
→ -8	12	-9	25	-11	25	14	6
> CN(C)S(=O)(=O)c1cc(C(=O)N2CCC(C(=O)O)(c3ccccc3)CC2)ccc1Cl
→ 5	3	2	-4	-8	1	3	-2
> CCc1ccc(N2C(=O)NC(=O)C(Cc3ccc(OC)cc3OC)C2=O)cc1 (configuration not stated)
→ -1	-13	-18	-5	-21	4	-4	2
> CCOP(=S)(OCC)Oc1cc(C)oc(=O)c1Cl
→ 1	10	-6	-1	-3	4	-4	2
> O=C(COc1ccccc1)N1CCN(Cc2c[nH]c3ccccc23)CC1
→ 4	-12	10	-9	-3	10	8	-6
> Cc1cc(=O)[nH]c(SCc2nc3ccccc3c(=O)n2-c2ccccc2C)n1
→ 10	4	2	-6	10	7	-8	0
> O=C1NC(=O)C(C/C=C/c2ccccc2)C(=O)N1
→ -6	-16	-9	2	-23	-5	7	-2
> C=CCn1c(O)c(C=Nc2ccc(OC)cc2C)c(=O)[nH]c1=O
→ 2	0	-9	8	-19	6	-15	-7
> O=C(Cc1ccccc1)N1CCN(Cc2c[nH]c3ccccc23)CC1
→ 12	2	1	1	3	7	9	8
> CCC1(CCO)C(=O)NC(=S)NC1=O
→ .	.	.	1	.	-5	-4	3
> C=CCC1(Nc2ccccc2)CC(C)N(C)CC1C (configuration not stated)
→ -11	17	9	6	4	-12	7	10
> COc1cc(C(=O)N/N=C/C23CC[C@@H](O)CC2(O)CC[C@@H]2[C@@H]3CCC3(C)C(C4=CC(=O)OC4)CCC23O)ccc1O (some centres not stated)
→ -28	-10	-26	-4	1	3	8	3
> CCOC(=O)C1=C(N)Oc2ccccc2C12C(=O)N(CC(=O)OC)C(CC(=O)OC)=C2C(=O)OC (configuration not stated)
→ 10	-25	7	3	16	-10	-12	-4
> c1ccc2c(N3CCNCC3)nsc2c1
→ -3	-11	-17	0	-8	-12	-3	6
> O=C1Nc2ccc(Br)cc2C(c2ccccc2Cl)=NC1O (configuration not stated)
→ 1	-10	6	-12	1	-4	-12	-6
> CCC(=NCc1ccco1)c1c(O)n(-c2ccc(C)cc2)c(=O)[nH]c1=O
→ 7	23	2	0	-16	-4	14	6
> ClCCN(CCCl)c1ccc(C=Cc2ccncn2)cc1
→ .	.	.	-4	.	10	-1	-25

Another view of part of the listing above.
compound	697 NFkB inh	APJ antag	Jurkat NFkB inh	CXCR6 inh	UBC13 polyUb	EBI2 block	CCR6 antag	Gli-Sufu block
CCOP(=S)(OCC)Oc1cc(C)oc(=O)c1Cl	1	10	-6	-1	-3	4	-4	2
O=C(COc1ccccc1)N1CCN(Cc2c[nH]c3ccccc23)CC1	4	-12	10	-9	-3	10	8	-6
Cc1cc(=O)[nH]c(SCc2nc3ccccc3c(=O)n2-c2ccccc2C)n1	10	4	2	-6	10	7	-8	0
O=C1NC(=O)C(C/C=C/c2ccccc2)C(=O)N1	-6	-16	-9	2	-23	-5	7	-2
C=CCn1c(O)c(C=Nc2ccc(OC)cc2C)c(=O)[nH]c1=O	2	0	-9	8	-19	6	-15	-7
O=C(Cc1ccccc1)N1CCN(Cc2c[nH]c3ccccc23)CC1	12	2	1	1	3	7	9	8
CCC1(CCO)C(=O)NC(=S)NC1=O	.	.	.	1	.	-5	-4	3
C=CCC1(Nc2ccccc2)CC(C)N(C)CC1C (configuration not stated)	-11	17	9	6	4	-12	7	10
COc1cc(C(=O)N/N=C/C23CC[C@@H](O)CC2(O)CC[C@@H]2[C@@H]3CCC3(C)C(C4=CC(=O)OC4)CCC23O)ccc1O (some centres not stated)	-28	-10	-26	-4	1	3	8	3
CCOC(=O)C1=C(N)Oc2ccccc2C12C(=O)N(CC(=O)OC)C(CC(=O)OC)=C2C(=O)OC (configuration not stated)	10	-25	7	3	16	-10	-12	-4
c1ccc2c(N3CCNCC3)nsc2c1	-3	-11	-17	0	-8	-12	-3	6
O=C1Nc2ccc(Br)cc2C(c2ccccc2Cl)=NC1O (configuration not stated)	1	-10	6	-12	1	-4	-12	-6
CCC(=NCc1ccco1)c1c(O)n(-c2ccc(C)cc2)c(=O)[nH]c1=O	7	23	2	0	-16	-4	14	6
ClCCN(CCCl)c1ccc(C=Cc2ccncn2)cc1	.	.	.	-4	.	10	-1	-25

(listing goes on)
Below each compound – 697 NFkB inh	APJ antag	Jurkat NFkB inh	CXCR6 inh	UBC13 polyUb	EBI2 block	CCR6 antag	Gli-Sufu block
> O=C1NC(=O)C(=Cc2ccc(N3CCOCC3)cc2)C(=O)N1
→ 12	2	11	-1	-10	-2	0	-4
> CN1C(=O)C(=Cc2ccccc2Oc2ccc(Cl)c(F)c2)C(=O)N(C)C1=O
→ 3	-2	-5	-4	-10	-28	7	2
> Cn1c(O)c(C(=NCCc2c[nH]c3ccccc23)c2ccccc2)c(=O)n(C)c1=O
→ -14	-11	1	1	-2	-1	7	2
> COc1ccc(C(=O)C2CCCN(C3CSCCSC3)C2)c(OC)c1 (configuration not stated)
→ -23	5	-6	2	19	-3	12	22
> CN=C(SCc1ccccc1)c1c(O)n(C)c(=O)n(C)c1=O
→ -23	6	8	-4	-11	-2	22	29
> COc1ccc(C2(c3cccc(O)c3OC)CCN(C(C)=O)CC2)cc1O
→ 13	12	8	-4	-1	-18	-2	-10
> C[C@H]1C(=O)O[C@@H]2CCN3CC=C(COC(=O)[C@](C)(O)[C@]1(C)O)[C@H]23
→ 1	3	6	0	15	-1	0	-3
> Oc1ccccc1Cl
→ 12	1	2	0	6	-5	-3	1
> CCn1c(O)c(C=NCCN2CCOCC2)c(=O)n(CC)c1=S
→ 26	-9	0	0	6	-6	-4	15
> O=C(O)Cn1cc(/C=C2\C(=O)NC(=O)N(Cc3ccco3)C2=O)c2ccccc21
→ 12	-9	-2	0	-19	-2	12	-9
> Cc1ccc(/C=C2\C(=O)NC(=O)N(CCc3ccc(F)cc3)C2=O)s1
→ -5	6	10	-8	3	37	-4	0
> Cc1cccc2c1N(N=O)CCC2
→ 8	-12	-1	-3	0	-15	-3	8
> O=[N+]([O-])c1ccc(N2CCNCC2)cc1NCc1ccco1
→ -22	4	-34	8	-65	-6	4	10
> CN1CCCC(C(=O)c2ccc(-c3ccccc3)cc2)C1 (configuration not stated)
→ -39	2	-33	-6	0	-4	9	44
> CCCC(C)n1[nH]c(=O)c2c1NC(=O)CSC2c1ccc(OC)c(OC)c1 (configuration not stated)
→ -14	6	-13	4	-8	6	-1	1
> O=C(Cc1ccccc1)NC(Oc1ccccc1Cl)C(Cl)(Cl)Cl (configuration not stated)
→ 11	-10	-2	10	9	17	15	-2
> Brc1cccc(CNCCc2ccc3c(c2)OCO3)c1
→ 3	0	-8	6	-3	0	-3	17
> O=C(C1CCC(=O)N1C1CCCC1)N1CCC2(CC1)OCCO2 (configuration not stated)
→ 7	7	15	-5	-6	-4	-5	4
> O=C(Cc1ccccc1)OCC(=O)c1ccc(F)cc1
→ -5	10	1	-2	2	-4	7	4
> C#C[C@]1(O)CC[C@H]2[C@@H]3CCC4=CC(=O)CC[C@]4(C)[C@H]3CC[C@@]21C
→ 15	-6	1	0	-1	0	7	11

Grouped by structure: the entries above with a thiophene ring, fused or not
Below each compound – 697 NFkB inh	APJ antag	Jurkat NFkB inh	CXCR6 inh	UBC13 polyUb	EBI2 block	CCR6 antag	Gli-Sufu block
> Cc1nc2cc(C(F)(F)F)ccc2n1C1CCN(Cc2nnnn2Cc2cccs2)CC1
→ 1	3	18	-3	11	27	-5	24
> Cc1ccc(/C=C2\C(=O)NC(=O)N(CCc3ccc(F)cc3)C2=O)s1
→ -5	6	10	-8	3	37	-4	0

New compounds follow.
Below each compound – 697 NFkB inh	APJ antag	Jurkat NFkB inh	CXCR6 inh	UBC13 polyUb	EBI2 block	CCR6 antag	Gli-Sufu block
> C[C@@H]1C(=O)O[C@@H]2[C@H](O)C34[C@@H]5OC(=O)C3(O[C@H]3OC(=O)[C@H](O)C34[C@H](C(C)(C)C)[C@H]5O)[C@@]12O (some centres not stated)
→ 20	-45	13	-12	0	-4	0	-12
> CN1C(=O)C(=Cc2ccccc2OCc2ccc(C(=O)O)cc2)C(=O)N(C)C1=O
→ 2	19	7	-2	12	3	3	-14
> O=C1NC(=O)C(=Cc2ccccc2OCCOc2ccc([N+](=O)[O-])cc2)C(=O)N1
→ .	.	.	6	.	2	3	-5
> Cn1c(O)c(C(=Nc2ccccc2)SCc2ccc(Cl)cc2)c(=O)n(C)c1=O
→ -5	2	-11	-3	-2	-3	-3	0
> CN1CCCC1c1ccc(=O)[nH]c1 (configuration not stated)
→ .	.	.	3	.	-4	14	2
